# HTT cytoprotect: cytoprotection in Huntington HTT-Q103 PC12 cell model | 230,000 tested, 0.14% active | PC12 HTT-Q103 induced, cytoprotection, ATP luminescence, 40 h | Potency, µM (titrated, usually from 56.4 µM), for the others: cytoprotection (ATP increase), actives largely listed as activators | AID 1471;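 further: potency means the concentration at half of the fitted maximal effect; % of control where 0% means no effect; nearly all actives have a fitted effect of over 45% in size; toxic huntingtin expression switched on by the ecdysone agonist tebufenozide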
#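 Rat PC12, Q103 Htt exon1-GFP fusion, ecdysone promoter; tebufenozide inducer 100 nM final; compound titration; qHTS, 1500 cells/well; ATPlite luminescent read.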
# CBFb-RUNX1 inh: blocks binding between human CBF-beta and RUNX1; AlphaScreen CBFb-His/RUNX1-biotin binding, biochemical; Potency, µM (doses to about 59.8 µM), for inactives: at the top dose activity, negative = inhibition, usual class: inhibitors; 230,000 tested, under 10 active; Q01196+Q13951; further: % of control where 0% means no effect
# Target sequence (Q01196 whole entry, looked up): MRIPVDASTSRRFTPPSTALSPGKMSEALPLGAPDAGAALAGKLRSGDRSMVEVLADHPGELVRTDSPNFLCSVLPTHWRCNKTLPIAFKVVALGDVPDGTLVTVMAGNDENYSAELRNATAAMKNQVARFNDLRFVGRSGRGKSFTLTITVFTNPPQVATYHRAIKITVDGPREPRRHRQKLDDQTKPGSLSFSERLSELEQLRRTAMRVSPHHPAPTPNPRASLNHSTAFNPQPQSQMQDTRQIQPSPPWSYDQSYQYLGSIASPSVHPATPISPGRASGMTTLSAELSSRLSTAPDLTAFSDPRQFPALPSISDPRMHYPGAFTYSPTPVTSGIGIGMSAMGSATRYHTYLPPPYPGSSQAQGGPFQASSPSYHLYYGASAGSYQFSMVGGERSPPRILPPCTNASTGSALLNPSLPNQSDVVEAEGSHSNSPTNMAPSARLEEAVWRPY
# Target sequence (Q13951 whole entry, looked up): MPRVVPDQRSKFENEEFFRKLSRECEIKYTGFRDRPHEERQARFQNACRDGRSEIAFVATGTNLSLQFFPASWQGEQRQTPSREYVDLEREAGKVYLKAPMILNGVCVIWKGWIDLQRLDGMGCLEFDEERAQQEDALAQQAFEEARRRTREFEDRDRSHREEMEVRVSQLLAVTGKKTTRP
#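 CBF-beta (His) and RUNX1 (biotin), 30 nM each; 20 min preassociation; + compound, 15 min; + beads 50 ng each (Ni, streptavidin), 90 min; RT; AlphaScreen read.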
# IMPase Li cell: cell-permeable IMPase inhibitors with lithium potentiation; CHO-M1 cells, IP1 TR-FRET (IP-One), carbachol + lithium; Potency, µM (highest dose often 59.4 µM), inactives show top-dose activity, negative = IMPase inhibition, usual class: inhibitors; 210,000 tested, 0.35% active; AID 1457;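 further: IP1 builds up when IMPase is blocked and the TR-FRET signal falls; potency means the concentration at half of the fitted maximal effect; plate controls were basal vehicle for no effect and high inhibitor control for full effect; nearly all actives have a fitted effect of over 50% in size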
#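 CHO cells stably expressing M1 receptor (2000/well, cultured 16–30 h) treated 30 min at 37C with compound plus low lithium. Cytosolic IP1 by TR-FRET (665/620 ratio and 620 channel) after 10 min lysis; AC50 by Hill fit.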
# LMNA splice mod: modulators of lamin A splicing. HeLa LMNA splicing GFP/RFP minigene ratio, 48 h. Potency, µM (top dose mostly 46.1 µM), for inactives: at the top dose ratio change, negative = inhibition, usual class: inhibitors. 200,000 tested, 0.01% active. AID 1487; active means well fitted inhibition curve with a large enough effect in the signal ratio, with a control signal flat, not every such curve was filed as active; inconclusive means small, poorly fitted or top-dose-only effect, or effect the other way, or a change in a side signal; the % refers to the signal ratio; further: potency means the concentration at half of the fitted maximal effect; on the % scale 0 is the no-effect control and ±100 the full control effect
#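 S3 HeLa cells stably expressing lamin A-EGFP splicing minigene plus DsRed2, 600 cells/well, 48 h compound exposure at 37C. Laser-scanning cytometry; analysed as GFP (500-530 nm)/RFP (575-640 nm) total intensity ratio; 0.5% DMSO vehicle.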
# KinaseGlo FLuc: blocks Kinase-Glo luciferase, a counter-screen artifact | Kinase-Glo luciferase, ATP luminescence, 8 min | Potency, µM (top dose mostly 38.3 µM), inactives show top-dose activity change, negative = inhibition, most hits filed as inhibitors | Q27757 | 200,000 tested, 0.28% active; further: potency means the concentration at half of the fitted maximal effect; on the % scale 0 is the no-effect control and ±100 the full control effect; nearly all actives have a fitted effect of over 60% in size
#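 Compounds were added to a substrate mix at pH 7.2 (50 mM imidazole, 10 uM ATP, within the enzyme's linear range), followed by Kinase-Glo detection reagent; luminescence was measured after 8 minutes at ambient temperature.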
# HTT aggregate: inhibitors of mutant huntingtin aggregate formation in PC12 cells | Potency, µM (doses to about 46.1 µM), inactives show at the highest dose activity change, negative = inhibition, usual class: inhibitors | 220,000 tested, 1.1% active | PC12 HttQ103-GFP aggregates, Acumen cytometry, 40 h; further: potency means the concentration at half of the fitted maximal effect; on the % scale 0 is the no-effect control and ±100 the full control effect; nearly all actives have a fitted effect of over 60% in size
#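 Huntingtin Q103 exon 1–GFP aggregates in induced PC12 cells (100 nM tebufenozide) were quantified by cytometry from lysates, with compounds dosed in titration.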
# SMN2 splice up: increases expression of the SMN2 splice variant; 210,000 tested, 2.8% active; Potency, µM (doses to about 46.1 µM), without a hit: top-dose activity change, positive = activation, hits mostly activators; HEK293 SMN2-luciferase splicing reporter, luminescence, 30-36 h; AID 1458; further: potency means the concentration at half of the fitted maximal effect; % of control where 0% means no effect; nearly all actives have a fitted effect of over 55% in size
#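 HEK293 cells carry an SMN2 […]–luciferase reporter in which exon 7 inclusion puts luciferase in frame. Cells were plated 10-12 h before compound addition, then incubated 30-36 h at 37C. ONE-Glo luminescence was read; sodium butyrate at 4.5 mM final served as control.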
# The depositor's hits bear a star; ? = inconclusive; . = no result given; & = joins results of further samples; [ ] = another dose, or the depositor's remark. Unless noted, the call rests on the fitted dose curve; in most records, active means well fitted curve in the direction sought with a large enough effect; inconclusive means small, poorly fitted or top-dose-only effect, or another doubt; inactive means no such curve, though single readings can be large; an effect the other way counts as inactive or inconclusive.
SMILES,HTT cytoprotect,CBFb-RUNX1 inh,IMPase Li cell,LMNA splice mod,KinaseGlo FLuc,HTT aggregate,SMN2 splice up
CCOC(=O)c1c(C)nc(C)c(C(=O)OCC)c1-c1ccc(OC)cc1,2%&-7%[10 µM],1%&7%,14%,-4%,9%,29%[9.22 µM],1%
COc1cccc(/C=N/NC(=S)NC2CC3CCC2C3)c1OC (centres undefined),15%[10 µM],8%,.,.,.,1%[9.22 µM],.
CC(OC(=O)c1cccnc1SCc1cc(=O)n2ccccc2n1)c1ccccn1 (centres undefined),-29%[10 µM],-5%,2%[38.3 µM],-13%,3%,4%,18%
CCOc1ccc(N(CC(=O)NC(C(C)C)C(C)C)S(=O)(=O)c2ccc(OC)c(OC)c2)cc1,11%,6%,6%,-2%[46 µM],2%,-3%,-16%
O=C(c1ccc(OC2CCN(Cc3ccccn3)CC2)cc1)N1CCCC(O)C1 (centres undefined),4%,3%,.,.,.,-6%,.
COC(=O)c1cccc(COC(=O)c2cccnc2SC)c1,-15%,21%,24%[38.3 µM],6%,-3%,17%,?
Cc1ccc(CCCOC(=O)C[N+]2(C)CCOCC2)cc1,-4%,-4%,-18%[38.3 µM],7%,-1%,24%,-18%
O=C(c1ccc2c(=O)n3c(nc2c1)CCCCC3)N1CCN(c2ccc(F)cc2)CC1,5%[10 µM],-5%,.,.,.,7%[9.22 µM],.
N#Cc1cc(-c2ccccc2)nnc1Sc1ccc(F)cc1,-9%,0%,-6%[38.3 µM],13%,-2%,6%,-12%
COc1cccc(NC(=O)C(=O)NCCCn2ccnc2)c1,12%[10 µM],7%,3%,.,-11%,6%[9.22 µM],16%
COc1ccc(/C=N/NC(=O)c2cccc(C(F)(F)F)c2)cc1,-31%,-2%,1%,-4%[46 µM],-1%,-3%,3%
COc1ccc(C(=O)NCc2nnc(SCC(=O)c3ccccc3)n2C)cc1,19%[10 µM],3%,7%,?,-4%,17%,20%
CCOC(=O)c1nc2cc3n(c(C)c-2c1C)C(C)C(C)=C3C (centres undefined),-1%[10 µM],2%,12%,-10%,5%,8%,-13%
Cc1cc(N/N=C/c2ccc(F)cc2)nc(-n2nc(C)cc2C)n1,-5%[10 µM],1%,.,.,.,13%[9.22 µM],.
CC1(CCc2ccccc2)NC(=O)N(CC(=O)O)C1=O (centres undefined),30%[10 µM],7%,.,.,.,17%[9.22 µM],.
COC(=O)[C@@H]1C[C@@]2(O)[C@H](O)[C@H](O)[C@H](O)C[C@H]2N1CC1CC1,-46%,0%&4%,5%,.,0%,-4%[9.22 µM],-5%
CC(=O)Nc1ccc(NC(=O)/C=C/c2cccc(C(F)(F)F)c2)cc1,-7%[1.9 µM],-3%,-8%,-1%,-2%,14%,5%
CSCCC(NS(=O)(=O)c1ccc(Cl)cc1)C(=O)OCC(=O)N(C(C)C)C(C)C (centres undefined),17%,-12%,17%[38.3 µM],-3%,1%,12%[9.22 µM],5%
CCOc1ccc(S(=O)(=O)N(C)CCO)cc1-c1nc2c(C(C)(C)C)nn(C)c2c(=O)[nH]1,-44%[inhibitor],3%,.,1%,.,20%,.
CCc1ccc(-c2csc(NC(=O)c3cccnc3)n2)cc1,.,12%,4%,?,0%,-8%,-75%[inhibitor]
O=C1c2cccc([N+](=O)[O-])c2C(=O)N1c1ccccc1,12%[10 µM],3%,-4%,-1%,0%,-5%,-10%
Cc1ccccc1Cn1ccc(NC(=O)c2nn(C)cc2[N+](=O)[O-])n1,24%[10 µM],-7%,-5%,?,-4%,-17%,-12%
COc1cc(O)c(C(CCN2CCOCC2)c2cc(OC)c(OC)c(OC)c2)c(OC)c1 (centres undefined),-5%[10 µM],16%&11%,.,.,.,23%[9.22 µM],.
O=C(Nc1ccon1)c1ccc2c(c1)OCO2,1%[10 µM],1%,?,-12%,-9%,?,?
CN(C)CC[C@@H](C(=O)C(C)(C)C)c1ccccn1,1%[10 µM],.,5%,.,1%[7.66 µM],.,-20%[9.22 µM]
Cc1[nH]n(-c2ncc(-c3ccccc3)s2)c(=O)c1C(c1ccc(Cl)cc1)C(C#N)C#N (centres undefined),25%[10 µM],?,-1%,?,-2%,?,5%
CCN(CC(=O)NC(C)C)Cc1nc2sc3c(c2c(=O)[nH]1)CCC3,-10%,2%,28%[38.3 µM],-6%,-1%,11%,5%
CC(C)c1nc(N2CCOCC2)c(C#N)c2c1CCC2,-31%,6%,-13%[38.3 µM],?,-7%,-21%,-5%
Cc1ccc(Cn2nnnc2CN2CCC(c3nc4ccc(Cl)cc4[nH]3)CC2)cc1,-8%[10 µM],-2%,12%,?,4%,-16%,-58%[inhibitor]
CCN(CC)S(=O)(=O)c1ccc(N2CCCC2)c(NS(=O)(=O)c2cccs2)c1,23%[10 µM],-4%,10%,14%[46 µM],-4%,-1%,0%
Cc1ccc(C(C(=O)NC(C)(C)C)N(C(=O)c2csnn2)c2cccc(F)c2)o1 (centres undefined),-5%[10 µM],5%,13%[38.3 µM],-6%,1%,19%,55%
[N-]=[N+]=NC1C[C@H](n2ccc(=O)[nH]c2=O)O[C@@H]1CO (some centres undefined),.,2%,-1%,-3%,-1%,-8%,-25%
CCC(C(=O)Nc1cc(Cl)c(OC)cc1OC)c1ccccc1 (centres undefined),17%,3%,16%,-6%[46 µM],0%,-12%,-6%
CC(C)(C)c1cc(NC(=O)COC(=O)c2ccc3c(=O)n4c(nc3c2)CCC4)n(-c2ccccc2)n1,-9%,-4%,37%[activator][38.3 µM],-9%,-2%,5%,?
Cc1[nH]nc2c1C(c1ccc(-c3ccc(Cl)cc3)o1)C(C#N)=C(N)O2 (centres undefined),.,-8%,2%,?,1%,-5%,20%
O=C(Nc1ccc2c(c1)nc1n2CCN(C2CCCCC2)C1)NC1CCCCC1,-18%,-12%,-8%[38.3 µM],-15%,-6%,-21%,-4%
O=C(Cc1ccc(S(=O)(=O)N2CCCC2)s1)N1CCOCC1,4%,-3%,-3%[38.3 µM],9%,-6%,2%,?
COc1ccccc1CO/N=C/NC(=O)c1c(OC)ccnc1Oc1ccc(F)cc1,-21%[10 µM],18%,10%,-11%,4%,5%,-38%[inhibitor]
O=C(CSc1ncn(-c2ccccc2)n1)NCc1ccccc1,-17%,0%,29%[38.3 µM],10%,-1%,2%,17%
CCCc1cc(=O)[nH]c(=S)[nH]1,?,4%,-1%&18%&-13%&1%,?,9%,-1%&-7%,-17%

# One compound at a time (already shown). Order of screens: HTT cytoprotect	CBFb-RUNX1 inh	IMPase Li cell	LMNA splice mod	KinaseGlo FLuc	HTT aggregate	SMN2 splice up
# Cc1ccccc1Cn1ccc(NC(=O)c2nn(C)cc2[N+](=O)[O-])n1 as listed: 24%[10 µM]	-7%	-5%	?	-4%	-17%	-12%
# CC(C)(C)c1cc(NC(=O)COC(=O)c2ccc3c(=O)n4c(nc3c2)CCC4)n(-c2ccccc2)n1 as listed: -9%	-4%	37%[activator][38.3 µM]	-9%	-2%	5%	?
# CC(C)c1nc(N2CCOCC2)c(C#N)c2c1CCC2 as listed: -31%	6%	-13%[38.3 µM]	?	-7%	-21%	-5%

# Next part
SMILES,HTT cytoprotect,CBFb-RUNX1 inh,IMPase Li cell,LMNA splice mod,KinaseGlo FLuc,HTT aggregate,SMN2 splice up
O=C(NCc1nnc(SCC(=O)N2CCN(c3ccccc3)CC2)o1)c1ccco1,20%[10 µM],-2%,1%,-1%,2%,-1%,-3%
Nc1c(-c2ccccc2)cnc2cc(-c3ccccc3)nn12,-108%[inhibitor],2%,12%,8%[46 µM],-20%,-19%,4.5µM*
C=CCN1C(=O)c2oc3ccccc3c(=O)c2C1c1ccc(O)c(OC)c1 (centres undefined),-28%,4%,9%[38.3 µM],1%,1%,4%,-1%
CCOC(=O)N1CCC(NC(=O)c2cc(C(=O)NCc3ccc(F)cc3)ccc2CO)CC1,-50%[inhibitor][10 µM],2%,20%[38.3 µM],?,7%,?,-37%[inhibitor]
N/C(=N\OC(=O)c1cc([N+](=O)[O-])ccc1Cl)c1ccccn1,5%[10 µM],-1%,.,.,.,-7%[9.22 µM],.
Cc1ccc(OCC(=O)NCCC2=CCCCC2)cc1,.,4%,11%,9%,1%,-23%,29%
CCn1c(CSc2nc3ccccc3s2)n[nH]c1=S,-15%,-4%,-1%[38.3 µM],-4%,1%,5%[9.22 µM],-1%
COc1ccccc1NS(=O)(=O)c1ccccc1C#N,-17%[0.074 µM],3%,-6%[38.3 µM],1%,-2%,12%,-19%
COC(=O)[C@@H]1C[C@H]1[C@@H](NC(=O)c1cc(C)on1)c1ccccc1,5%,-8%,-3%,.,0%,.,1%
CCOc1ccc(S(=O)(=O)NCCC(=O)NC2=NCCS2)cc1,-7%,1%,-1%[38.3 µM],?,2%,?,-18%
Cc1ccccc1-n1nnnc1Sc1nnnn1-c1ccccc1,-62%[inhibitor],4%,22%[38.3 µM],?,-2%,14µM*,27%
CCCCN=C(N)N=C(N)N,-8%,.,.,?,.,22%,.
CCC1=C2CC[C@H]3C(=O)N(C)C(=O)[C@H]3[C@H]2[C@@]2(Cc3ccccc3)C(=NCCOC)OC(=O)N2C1=O,-34%[inhibitor],4%&4%,-8%,.,2%,20%[9.22 µM],-7%
CCc1nnc(NC(=O)C2CCC(CNc3c(N4CCCCC4)c(=O)c3=O)CC2)s1 (centres undefined),1%[10 µM],-5%,.,.,.,-16%[9.22 µM],.
Cc1ccc(-n2nc(C)c(/C=N/NC(=O)c3cccs3)c2Cl)cc1,-16%[10 µM],-3%,0%,1%,-1%,-3%,20%
CC(NC(=S)NCCc1ccccc1)C(c1cccs1)N1CCN(C)CC1 (centres undefined),.,1%[2.36 µM],5%,-3%,1%,?,6%

# Reformatted with tabs: part of the list above
Compound	HTT cytoprotect	CBFb-RUNX1 inh	IMPase Li cell	LMNA splice mod	KinaseGlo FLuc	HTT aggregate	SMN2 splice up
CC(OC(=O)c1cccnc1SCc1cc(=O)n2ccccc2n1)c1ccccn1 (centres undefined)	-29%[10 µM]	-5%	2%[38.3 µM]	-13%	3%	4%	18%
CC(NC(=S)NCCc1ccccc1)C(c1cccs1)N1CCN(C)CC1 (centres undefined)	.	1%[2.36 µM]	5%	-3%	1%	?	6%
O=C(NCc1nnc(SCC(=O)N2CCN(c3ccccc3)CC2)o1)c1ccco1	20%[10 µM]	-2%	1%	-1%	2%	-1%	-3%

# Screens deposited in PubChem BioAssay by National Center for Advancing Translational Sciences (NCATS).

# Outcome played no part in choosing rows; overall some 4% were active at least once.
